# Source: PubChem (several laboratories)
# HGIII-sPLA2 inh = human group III sPLA2 inhibitors, primary screen, biochemical, QFRET, BODIPY PC-A2 liposome substrate; Group 3 secretory phospholipase A2 (Homo sapiens), Q9NZ20; QFRET BODIPY PC-A2 liposome hydrolysis, fluorescence; inhibition, % at 12.2 µM; actives 0.56% (n = 370,000);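 active = inhibition above mean plus 3 SD of compounds lying within the high and low control bounds, cut at about 19% in these data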;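 also: 0% = median of test compound wells and 100% = no enzyme DMSO wells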
# NPR1 activator = GC-A stimulated cGMP production enhancers – HEK293 GC-A cells, cGMP TR-FRET, EC30 ANP, primary screen; 0% at EC30 ANP, 100% saturating ANP; activation, % at 10 µM; actives 0.14% (n = 370,000); Atrial natriuretic peptide receptor 1 (Homo sapiens), P16066; in the data active = activation above about 40%
# hcDAF-12 act = H. contortus DAF-12 nuclear receptor activators, primary screen, cell-based, luminescence, HEK293, lit1-tk-luc reporter; actives 1.4% (n = 370,000); activation, % at 6.8 µM; HEK293 hcDAF-12 lit1-tk-luc reporter; 0% DMSO, 100% Δ7-dafachronic acid;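 active = activation above the mean of all tested compounds plus 3 SD, cut at about 5.5% in these data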;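 also: 100% = response to 3 µM Δ7-dafachronic acid high control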
# ssDAF-12 act = S. stercoralis DAF-12 nuclear receptor activators, primary screen, cell-based, luminescence, HEK293, GRIP1 co-expression, lit1-tk-luc; HEK293 ssDAF-12/GRIP1 lit1-tk-luc reporter; % of 3 µM dafachronic acid response; activation, % at 6.8 µM; actives 1% (n = 370,000);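 active = activation above the mean over all tested compounds plus 3 SD, cut at about 0.9% in these data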;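 also: 0% = DMSO-only wells and 100% = 3 µM delta7-dafachronic acid wells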
# DAX1 inh-1 = DAX1 (NR0B1) inhibitors on StAR promoter, primary screen, cell-based, luminescence, SF-1 (NR5A1), full-length DAX-1; HEK293T StAR-luciferase reporter, SF-1/DAX-1 repression relief; inhibition, % at 6.8 µM; AID 652010, 2013; actives 1.1% (n = 370,000);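 active = inhibition above the mean over all tested compounds plus 3 SD, cut at about 3.6% in these data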;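 also: 0% = DAX-1 cells with DMSO and 100% = cells lacking DAX-1 with DMSO; higher inhibition means more luminescence from relief of DAX-1 repression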
# SMARCA2 act = SMARCA2 (BRM) function activators, primary screen, cell-based, luminescence, high throughput; activation, % at 9.1 µM; MG213 cells, MMTV-luciferase reporter, dexamethasone, overnight; AID 652017, 2013; actives 1% (n = 370,000); in the data active = activation above about 7.8%;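 also: 0% = vehicle wells and 100% = reference activator wells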
# NPR2 activator = human GC-B receptor activators, primary screen, HEK293 GC-B cells, cGMP TR-FRET, EC30 CNP. 0% at EC30 CNP, 100% saturating CNP. activation, % at 10 µM. actives 0.11% (n = 370,000). AID 1920062, 2024;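 active = activation at 10 µM reaching about 35% in either raw or pattern-adjusted values, limit read from the data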
# hgDAF12 agonist = H. glycines DAF-12 receptor agonists, primary screen, cell-based, luminescence, HEK293, GAL4 fusion, UAS-luciferase | actives 1.8% (n = 370,000) | activation, % at 6.8 µM | AID 687014, 2013 | HEK293 GAL4-hgDAF12 UAS-luciferase reporter, agonist luminescence; normalized to butyrate control;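 active = activation above a cutoff set at the mean of all screened compounds plus 3 SD, cut at about 10% in these data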;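 also: 0% = DMSO wells and 100% = sodium butyrate wells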
# ADAM10 inh = human ADAM10 inhibitors, primary screen, biochemical, QFRET, HTS. Disintegrin and metalloproteinase domain-containing protein 10 (Homo sapiens), O14672. recombinant ADAM10, EDANS/DABCYL FRET peptide cleavage, 3 h. AID 720582, 2013. inhibition, % at 7 µM. actives 0.62% (n = 370,000);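 active = inhibition above a per-campaign cutoff equal to the mean of compounds falling between control-based bounds plus 3 SD, cut at about 20% in these data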;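 also: 0% = DMSO wells while the 100% control is not disclosed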
# Target sequence (O14672 214-748 limits assumed): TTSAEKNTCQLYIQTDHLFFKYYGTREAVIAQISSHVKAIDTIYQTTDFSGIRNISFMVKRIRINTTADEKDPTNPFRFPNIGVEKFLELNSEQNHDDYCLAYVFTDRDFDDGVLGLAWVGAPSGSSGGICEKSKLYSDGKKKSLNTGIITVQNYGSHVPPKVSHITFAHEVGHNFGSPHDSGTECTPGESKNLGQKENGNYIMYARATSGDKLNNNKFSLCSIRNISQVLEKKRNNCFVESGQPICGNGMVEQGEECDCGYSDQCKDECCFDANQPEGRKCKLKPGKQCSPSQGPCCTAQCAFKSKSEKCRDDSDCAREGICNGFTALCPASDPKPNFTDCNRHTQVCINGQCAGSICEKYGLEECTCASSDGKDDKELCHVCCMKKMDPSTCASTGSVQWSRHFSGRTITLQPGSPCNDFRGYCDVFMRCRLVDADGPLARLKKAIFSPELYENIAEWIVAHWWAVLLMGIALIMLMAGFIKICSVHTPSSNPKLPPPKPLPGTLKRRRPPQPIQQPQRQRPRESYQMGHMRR
# GAA850 FXN act = FXN promoter activators, primary screen, cell-based, luciferase luminescence, HEK293 lucGAA850; actives 0.56% (n = 360,000); AID 540364, 2011; activation, % at 6 µM; HEK293 lucGAA850 FXN promoter luciferase reporter, 24 h; percent of 10 µM SAHA response;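 active = activation above the average of all compounds screened plus 3 SD, cutoff fixed separately per campaign, cut at about 7.5% in these data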;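 also: 0% = DMSO wells and 100% = 10 µM SAHA wells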
# DAX1 inh-2 = DAX1 (NR0B1) inhibitors, primary screen, cell-based, HEK293, Gal4-DAX1, luciferase luminescence. Nuclear receptor subfamily 0 group B member 1 (Homo sapiens), P51843. HEK293 Gal4-DAX1 luciferase reporter. inhibition, % at 6.75 µM. actives 0.99% (n = 340,000). AID 504766, 2011;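 active = inhibition above the mean over all tested compounds plus 3 SD, cut at about 4.2% in these data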;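 also: 0% = DAX1-transfected cells with DMSO and 100% = empty-vector control cells with DMSO; inhibition shows as a rise in luminescence from relieved DAX1 repression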
# Target sequence (P51843 207-470 limits assumed): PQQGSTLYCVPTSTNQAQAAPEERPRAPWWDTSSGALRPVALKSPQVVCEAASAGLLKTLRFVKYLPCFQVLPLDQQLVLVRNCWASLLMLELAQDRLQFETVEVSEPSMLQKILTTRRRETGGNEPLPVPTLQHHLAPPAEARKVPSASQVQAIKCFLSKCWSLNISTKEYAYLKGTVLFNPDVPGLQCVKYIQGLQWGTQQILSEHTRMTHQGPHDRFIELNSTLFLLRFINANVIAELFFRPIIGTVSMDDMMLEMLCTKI
# Active calls of the source: *; i = inactive; nt = no result given.
SMILES,HGIII-sPLA2 inh,NPR1 activator,hcDAF-12 act,ssDAF-12 act,DAX1 inh-1,SMARCA2 act,NPR2 activator,hgDAF12 agonist,ADAM10 inh,GAA850 FXN act,DAX1 inh-2
C=CCN(CC=C)S(=O)(=O)c1ccc(F)cc1,2,2,-1.9,-0.9,-0.5,5,3,3.4,-3,-1.9,-0.4
COc1ccc(Cl)cc1-c1nc(N)nc(NC2CCCCC2)n1,7,2,-1.7,-1.2,0.1,-3,0,-1.0,-7,2.0,-0.5
COC(=O)c1ccccc1N=Nc1c(C)[nH][nH]c1=O,1,-2,-2.4,-1.5,0.3,-1,-6,0.8,5,-1.0,-1.4
CC1C2=C(CC(C)(C)CC2=O)NC2=C1C(=O)CC(C)(C)C2,3,6,-1.6,0.1,-0.5,0,-1,-2.3,i,-0.7,-0.1
Cc1[nH]c(=O)c(C#N)c(C)c1CCC(=O)N(C)CC(=O)Nc1ccc(Cl)c(Cl)c1,8,3,0.6,-0.5,0.7,0,5,-1.3,-4,-0.6,-0.7
Cc1occc1C(=O)NNC(=O)c1ccccc1C(=O)O,8,-2,3.5,-0.1,2.8,12*,-4,7.0,-2,6.5,nt
COc1ccc(Oc2nc(C)cc(C)c2S(C)(=O)=O)cc1,9,4,-0.4,-1.3,-0.4,0,3,1.2,-1,0.9,0.2
CCOCCCNC(=S)NCCCNc1nc2cc3c(cc2cc1C#N)OCO3,7,nt,0.1,-1.1,0.3,-1,nt,0.6,i,-1.9,-0.7
COC(=O)c1cc(NC(=O)c2cc(C(C)(C)C)nn2Cc2ccc(F)cc2)ccc1N1CCOCC1,3,7,-3.6,-1.5,-0.8,-3,9,-4.8,6,-0.8,nt
CCn1c(COc2cccc(C)c2C)nnc1SCC(=O)N1CCN(c2ccc(OC)cc2)CC1,0,-8,-1.0,-1.2,-0.2,-2,-6,-1.3,10,-1.8,0.3
Cc1cccn2c(=O)c3cc(C(=O)N4CCCCC4C)sc3nc12 (centres undefined),6,7,0.0,-0.3,2.0,-1,6,-0.3,-338,2.3,0.7
CCCCNC(=O)c1onc(CSc2cc(C)cc(C)c2)c1C(=O)NCCCC,-8,2,-1.6,-1.3,0.2,-1,2,-0.6,10,1.5,1.6
COc1cc(C(=O)O)nc(OC)n1,-2,0,-0.7,-0.5,0.3,-5,-3,0.7,-7,-0.4,0.4
Cc1ccc2nccc(C(=O)N3CCCC(Nc4ccc(F)cc4)C3)c2c1 (centres undefined),-4,1,0.6,-1.1,-0.2,0,3,-1.1,1,2.6,1.5
O=C1NCCN1C(=O)c1ccco1,0,8,0.0,-1.4,-0.7,1,0,-2.1,4,-2.4,3.0
C/C(=N\NC(=O)c1cc(O)ccc1O)c1cccc(NC(=O)c2ccc(Cl)cc2)c1,7,10,-0.7,-1.0,3.0,4,-1,5.8,-48,4.3,0.8
Cc1cc(C)n2c(SCC(=O)N(C)C3CCS(=O)(=O)C3)nnc2n1 (centres undefined),-2,2,1.0,-1.1,-0.1,1,1,-0.2,3,2.0,1.1
O=S(=O)(Nc1ccc2c(c1)OCCO2)c1ccc(Br)s1,-12,1,-1.8,-1.5,0.3,-4,5,-1.4,21*,-2.0,-0.8
CCOC(=O)C1=NNC2(c3ccc(Cl)cc3)C(=O)N(c3cc(C)cc(C)c3)C(=O)C12 (centres undefined),7,-3,-0.4,-1.1,0.6,0,-2,-0.7,-4,-2.1,1.3
CCCS(=O)(=O)NC(=O)C1(C)CCCN(C(=O)/C=C/c2ccccc2)C1 (centres undefined),1,2,0.1,-0.9,-0.3,5,1,-2.1,-3,1.2,nt
O=C(Cn1nc(-c2ccccc2)ccc1=O)NCCc1cccc(F)c1,-4,-1,-2.3,-1.6,-0.5,-1,-2,1.5,-9,nt,nt
O=C(CCl)Nc1cc(S(=O)(=O)N2CCOCC2)ccc1N1CCOCC1,2,2,-1.3,-1.4,0.3,-1,1,-0.2,-7,4.2,-0.1
Cc1cccc(-c2n[nH]c(=S)n2C)c1,8,-4,0.4,-1.1,-0.6,0,-2,-1.0,4,0.5,-0.3
Cc1cccc(NC(=O)CCC(=O)N/N=C/c2ccncc2)c1,2,-2,-2.6,-1.5,0.5,-2,-3,-4.3,0,1.7,-0.8
Cc1c(C)n(C)c2ccc(C(=O)NCCCN(C)C3CCCCC3)cc12,8,-8,0.3,-1.2,0.0,-2,-4,1.9,-12,-1.9,-0.1

# Next part (2 carried over from the part before).
SMILES,HGIII-sPLA2 inh,NPR1 activator,hcDAF-12 act,ssDAF-12 act,DAX1 inh-1,SMARCA2 act,NPR2 activator,hgDAF12 agonist,ADAM10 inh,GAA850 FXN act,DAX1 inh-2
Cc1cccc(NC(=O)CCC(=O)N/N=C/c2ccncc2)c1,2,-2,-2.6,-1.5,0.5,-2,-3,-4.3,0,1.7,-0.8
Cc1c(C)n(C)c2ccc(C(=O)NCCCN(C)C3CCCCC3)cc12,8,-8,0.3,-1.2,0.0,-2,-4,1.9,-12,-1.9,-0.1
C=CCNC(=O)c1cc2c(=O)c3ccccc3oc2nc1C,7,3,-0.7,-0.6,0.1,-3,3,-4.5,-4,5.0,1.1
COC(=O)[C@]12C[C@H](CC(=O)NCCC(C)C)C(=O)N(Cc3ccc(Cl)cc3Cl)C1=C[C@H](C1CCCC1)O[C@@H]2C,0,-22,-3.2,-1.3,-0.5,-3,-11,-0.2,4,nt,nt
O=C(NC1CCCN(c2ccc(C(F)(F)F)cn2)C1)c1cc(Cl)ccc1F (centres undefined),-1,-7,-0.9,-1.1,-0.2,3,-5,0.9,-6,1.9,0.7
CCc1ccc([C@@H]2CC=C(C(=O)O)[C@H](c3ccc(Cl)cc3)N2S(=O)(=O)c2ccc(C)cc2)cc1,-41,-3,0.7,-0.9,-0.3,-2,7,-0.6,8,0.1,0.4
CC(=O)Nc1ccc2[nH]c3ccccc3c2c1,-3,0,-0.6,-0.7,0.8,3,-10,0.9,-2,1.0,-0.6
CC[C@@]12C(=O)N(c3ccc(C)cc3)C(=O)N1[C@H](c1ccc(Br)cc1)[C@@H]1C(=O)N(C(C)(C)C)C(=O)[C@@H]12,-10,-4,-0.9,-1.0,-0.3,0,-8,-0.3,4,13*,0.6
COc1cc(NC(=O)c2ccc(S(=O)(=O)N(C)C)cc2)cc(OC)c1OC,7,0,-2.0,-1.6,-0.5,-4,4,-0.5,-10,-1.2,0.8
COc1ccc(-c2oc3ccccc3c2C#CC(C)(C)O)cc1,-24,3,-2.4,-1.3,-0.9,-2,-3,1.2,-324,0.3,0.9
CCCCCCN1C[C@@H](O)[C@H](n2cc(C3CC3)nn2)C[C@@H]1c1ccc(OC)cc1,14,2,-1.4,-1.3,-0.3,-6,3,-3.4,-9,0.9,3.6
CC1CC(C)CN(C(=O)COC(=O)c2ccc3c(c2)OCCO3)C1 (centres undefined),13,4,-1.1,-0.1,-0.5,-4,6,-3.0,-10,2.4,-1.1
Cc1cc(=O)oc2c3c(cc(OCC(=O)N4CCC(C(=O)O)CC4)c12)OC(C)(C)CC3,5,4,-0.2,-0.5,-0.1,0,-4,-0.6,i,-0.5,-1.0
O=C(NCCO)/C(=C\c1cccs1)NC(=O)c1cccs1,8,1,-0.5,-1.0,0.2,-4,0,-0.7,-10,-0.1,1.3
COc1ccc(S(=O)(=O)N2CCC(C(=O)NCCN3CCOCC3)CC2)cc1C,5,-2,-0.7,-0.9,-0.2,2,0,-1.3,2,2.1,-1.2
CN(C)C(CNC(=O)Cc1cccc(C(F)(F)F)c1)c1ccccc1 (centres undefined),-5,2,0.6,-0.8,-0.1,1,-4,2.4,-12,1.8,-0.5
Cc1ccccc1Nc1nc(N)nc(CSCc2c(C)noc2C)n1,3,-5,-2.5,-1.1,-1.1,-3,5,-2.8,-10,1.3,-0.8
CCOC(=O)NN1C(=O)c2ccccc2NC1c1ccccc1F (centres undefined),-1,-4,-1.0,-1.5,-0.2,4,-3,2.7,i,-0.7,0.5
O=C(Cc1ccc(NC2=NC3CS(=O)(=O)CC3S2)cc1)N1CCN(c2ccc(F)cc2)CC1 (centres undefined),2,4,-1.1,-0.7,0.2,-1,1,-0.3,-4,0.4,0.4
COc1ccc(S(=O)(=O)N(C)CC(=O)Nc2ccccc2C(F)(F)F)cc1OC,-4,-1,-1.5,-1.4,0.2,0,-4,0.2,-2,-0.9,-1.3
CC1(C)Cc2c(sc3c2C2=NCCN2C=N3)CO1,4,2,-1.9,-1.2,-0.2,4,-1,-0.3,-23,-0.6,1.1
CCCCCCCCCCOC(=O)c1csc2nnsc12,6,2,0.2,-1.3,0.5,-5,-3,-2.9,10,-3.4,2.5
CC(C)OCCCNC(=O)CCSc1ccc(Cl)cc1,-3,3,-0.1,-1.6,-0.3,-5,0,-0.2,-1,-0.6,0.7
CCOC(=O)C1CCN(Cc2oc(CO)cc(=O)c2O)CC1,7,2,-1.1,-1.2,-0.4,0,-1,-0.3,-5,-0.9,0.6
O=C(Nc1cc(Br)ccc1O)C1CC(c2c(F)cccc2Cl)=NO1 (centres undefined),-62,-3,-2.1,-1.3,-0.5,0,0,0.1,16,-0.8,-0.7
COC(c1ccccc1)c1nnc(CCC(=O)N2CCCCCCC2)o1 (centres undefined),-4,-2,-0.2,-1.3,0.0,-1,2,4.9,-8,1.4,-0.4
COC(=O)C1=C(C)N(Cc2cccc(C(F)(F)F)c2)C(=NCc2cc(OC)c(OC)c(OC)c2)NC1c1cccc(C(F)(F)F)c1 (centres undefined),-17,-19,-1.2,-0.8,-0.9,-2,-12,-2.1,-3,nt,nt
O=C(CN1CCN(S(=O)(=O)c2ccccc2)CC1)Nc1ccc(Cl)cn1,4,3,-2.2,-0.7,0.4,-1,4,-2.2,0,1.4,0.9
CN(CC1COc2ccccc2O1)C(=O)c1cccc(S(=O)(=O)N2CCCC2)c1 (centres undefined),-6,1,-1.6,-1.1,0.8,1,1,-1.3,-6,1.7,0.2
C#CCn1cc(/C=N/Nc2nc3ccccc3[nH]2)c2ccccc21,-9,-7,-3.7,-1.5,-4.4,-11,-9,-10,7,4.9,-3.8
Cc1cc(C(=O)OCC(=O)Nc2ccc(S(=O)(=O)N3CCOCC3)cc2)c(C)o1,-12,-2,-1.6,-0.8,-0.4,0,-2,0.7,2,-1.0,0.5
